# High-throughput results (PubChem BioAssay)
# SKKanGAS inh: S. pyogenes SKKanGAS growth inhibitors in kanamycin, primary screen, streptokinase expression inhibitor project, SKKanGAS strain, BacTiter-Glo luminescence; AID 1662, 2009; 6 h; hit rate 1.3% among 300,000; inhibition, % at 7.5 µM;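 active = mean replicate score, as percent of positive control median, at least 50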;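 note: strain carries kanamycin resistance gene driven by streptokinase promoter and grows in 40 µg/ml kanamycin; loss of luminescence reflects streptokinase promoter inhibition or plain growth inhibition; 0% = median of DMSO wells and 100% = positive control at its reference dose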
# HSP90 refold inh: HSP90 inhibitors, primary screen, cell lysate, luminescence. Heat shock protein HSP 90 (rabbit reticulocyte lysate; luciferase refolding). Rabbit reticulocyte lysate, luciferase refolding luminescence, 3 h. inhibition, % at 5.6 µM. hit rate 0.91% among 290,000;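 active = inhibition above the screen-wide mean plus 3 SD, computed separately per campaign, cut at about 16% in these data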;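 note: 0% = DMSO wells and 100% = 60 µM geldanamycin wells; inhibitors lower the luminescence because luciferase stays unfolded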
# aSyn UTR inh: MLPCN primary screen, SNCA 5' untranslated region; alpha-synuclein 5'UTR reporter, inhibitor activity; inhibition, % (tested at 7.5 µM); AID 1813, 2009; hit rate 0.82% among 300,000; in the data active = inhibition above about 60%;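 note: H4 neuroglioblastoma cells stably carrying SNCA 5'UTR luciferase fusion; 0% = DMSO wells and 100% = positive control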
# HSF-1 act: HSF-1 activators, primary screen, NIH3T3-HGL cells, MG132 stress, luminescence, single point | NIH3T3-HGL HSF-1 luciferase reporter, 8 h; 100% = twice DMSO control signal | hit rate 1.7% among 300,000 | activation, % at 9 µM;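 active = mean replicate activation of at least 50% with a set share of replicates each reaching 50%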;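 note: 0% = median of the neutral control wells and 100% = twice that signal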
# KLF5 inhibitor: KLF5 expression inhibitors, primary screen, DLD-1 cells, luminescence; inhibition, % at 5 µM; AID 1700, 2009; hit rate 0.23% among 290,000; DLD-1 KLF5 promoter-luciferase reporter;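 active = inhibition above a per-plate limit of that plate's mean compound inhibition plus 3 SD, cut at about 60% in these data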;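 note: 0% = DMSO wells and 100% = LY294002 at 200 µM; higher means less KLF5 promoter-driven luciferase light; inactives centre near -14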
# Platelet DG rel: inhibitors of platelet dense granule secretion, primary screen, cell-based, MLPCN, human platelets; inhibition, %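 (compounds screened at 7.5 µM in platelet-rich plasma)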; human platelet-rich plasma, SFLLRN dense granule ATP release, luminescence; AID 1663, 2009; hit rate 0.22% among 300,000;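 active = mean replicate score, as percent of positive control, at or above 50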
# HSF1 inh: HSF1 inhibitors in luciferase reporter cells, primary screen, cell-based, NIH3T3, luminescence | NIH3T3-HGL HSE-luciferase, MG132-induced, luminescence 8 h; active compounds read low | activity change, negative = inhibition, % at 7.5 µM (by protocol) | hit rate 0.77% among 300,000 | AID 2098, 2009;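 active = more than half of replicate wells show activity change below -50%, luminescence cut by over half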;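 note: luciferase reports HSF-1 transcriptional activity via heat shock element; 0% = median of DMSO wells and -100% = zero luminescence signal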
# AI-2 QS mod: Vibrio harveyi AI-2 quorum sensing modulators, primary screen, JMH597 strain, luminescence/OD600 ratio; hit rate 0.4% among 300,000; Vibrio harveyi JMH597 AI-2 luminescence/OD600 ratio, 9 h; active compounds read low; strain lacks LuxN and CqsS sensors; 0 = neutral-control median; AID 2094, 2009; activity change, % at 7.5 µM; in the data active = activity change below about -75%, passing the limit was not always enough;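 note: luminescence divided by OD600 gain over 9 h not by final OD600 alone; inactives centre near 13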
# HIF act: HIF pathway transcriptional activators, primary screen, cell-based, U2OS HRE-luciferase, luminescence | U2OS HRE-luciferase reporter; normalized: DMSO 0%, desferrioxamine 100% | activation, % at 7.5 µM (by protocol) | hit rate 0.32% among 300,000 | AID 1910, 2009;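 active = mean activation of at least 10% of the iron chelator positive control signal, with at least half of replicates also reaching 10%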
# IEC-6 cytotox: cytotoxicity in IEC-6 intestinal epithelial cells, primary screen, cytotoxicity control for KLF5 inhibitor project, cell-based, luminescence; AID 1825, 2009; inhibition, % at 5 µM; hit rate 0.78% among 290,000; IEC-6 cytotoxicity, luminescence viability; in the data active = inhibition above about 22%;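 note: 0% = plate median of test compound wells and 100% = cytotoxic reference compound wells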
# An asterisk follows results filed as active; . = no result given.
[1] CC(=O)c1cn(CC(=O)Nc2ccc(C)cc2C)c2ccccc12
[2] COc1cccc(-c2csc(N3CCN(C(=O)C4CCCCC4)CC3)n2)c1
[3] O=C(c1cc(-c2ccccc2Cl)nc2ccccc12)N1CCC1
[4] COc1ccc(F)cc1CN1CCN(c2ncnc3scc(-c4ccccc4)c23)CC1
[5] COCCCNC(=O)c1sc2ncnc(N3CCc4ccccc4C3)c2c1C
[6] CCOc1ncccc1C(=O)OCc1cc(=O)oc2c(C)c(C)ccc12
[7] CCO[C@H]1OC(C(=O)Nc2ccccc2)=C[C@@H](c2csc3ccccc23)[C@@H]1CCCO
[8] Cn1cccc1Cc1nnc(SCC(=O)N2CCOCC2)n1-c1ccc(F)cc1
[9] CC(OC(=O)CCN=C1NS(=O)(=O)c2ccccc21)C(=O)N(C)c1ccccc1 (configuration not stated)
[10] CC(=O)Nc1ccccc1C(=O)N1CC2(C)CC1CC(C)(C)C2 (configuration not stated)
assay / compound	1	2	3	4	5	6	7	8	9	10
HSF-1 act	-4	-8	3	4	45	7	25	2	5	12
Platelet DG rel	-3	0	-4	-2	10	1	-5	5	-5	3
IEC-6 cytotox	2	5	.	2	10	-1	6	-2	.	-2
HIF act	0.6	-0.1	-0.4	-0.4	0.0	0.9	-3.0	0.0	1.3	0.4
aSyn UTR inh	10	-23	2	98*	-38	-4	19	-3	9	-12
AI-2 QS mod	26	28	21	6	19	23	15	18	11	8
KLF5 inhibitor	9	-8	.	-9	-20	-19	13	-11	.	-35
HSF1 inh	-11	2	-1	-3	19	-2	8	-4	3	-6
HSP90 refold inh	-3	6	.	1	0	-4	5	-2	.	1
SKKanGAS inh	-1	8	18	-5	3	0	10	-5	0	7

[11] CCCCNC(=S)N1CCn2cccc2C1c1ccccc1 (configuration not stated)
[12] Cc1cc(NC(=O)COC(=O)C2CCCN2C(=O)c2cccs2)no1 (configuration not stated)
[13] Cc1cccc2cc(C#N)c(NCCNC(=O)NC3CCCCC3)nc12
[14] CCCCOc1ccc([N+](=O)[O-])cc1C(=O)O
[15] CCc1nn2c(=O)cc(CSc3nc(C)cc(=O)[nH]3)nc2s1
[16] CCOc1ccc(S(=O)(=O)NCCC(=O)NCC(c2ccc(OC)cc2)N2CCCCC2)cc1 (configuration not stated)
[17] CCN1CCN(C(=O)c2cccc(OC3CCN(S(=O)(=O)N(C)C)CC3)c2)CC1
[18] CC(=O)Nc1ccc(SCC(=O)c2cc(C)n(-c3ccccc3F)c2C)cc1
[19] Cn1cnc([N+](=O)[O-])c1Oc1cccc2ccccc12
[20] O=C(CNC(=O)c1ccc(Cl)cc1Cl)NCC1CCCO1 (configuration not stated)
assay / compound	11	12	13	14	15	16	17	18	19	20
HSF-1 act	3	-6	6	2	13	-11	-1	-71	7	15
Platelet DG rel	-1	0	-2	-2	-2	-7	6	-18	-1	21
IEC-6 cytotox	-4	0	10	-2	-2	.	-3	-6	9	1
HIF act	-0.3	-0.3	-0.4	0.1	0.0	-0.3	0.5	-2.9	0.1	-5.6
aSyn UTR inh	-24	-7	19	22	10	9	-38	34	-14	-1
AI-2 QS mod	10	10	15	34	10	16	19	28	7	.
KLF5 inhibitor	-12	-5	2	-31	-10	.	-24	-15	-27	-7
HSF1 inh	-1	-7	-6	0	13	3	3	-68*	-3	-8
HSP90 refold inh	2	4	2	1	0	.	5	1	1	-1
SKKanGAS inh	0	-5	-5	3	1	-8	-4	-6	7	-8

# Among those listed so far, four contain a thiophene ring, fused or not:
[4] COc1ccc(F)cc1CN1CCN(c2ncnc3scc(-c4ccccc4)c23)CC1
[5] COCCCNC(=O)c1sc2ncnc(N3CCc4ccccc4C3)c2c1C
[7] CCO[C@H]1OC(C(=O)Nc2ccccc2)=C[C@@H](c2csc3ccccc23)[C@@H]1CCCO
[12] Cc1cc(NC(=O)COC(=O)C2CCCN2C(=O)c2cccs2)no1 (configuration not stated)
assay / compound	4	5	7	12
HSF-1 act	4	45	25	-6
Platelet DG rel	-2	10	-5	0
IEC-6 cytotox	2	10	6	0
HIF act	-0.4	0.0	-3.0	-0.3
aSyn UTR inh	98*	-38	19	-7
AI-2 QS mod	6	19	15	10
KLF5 inhibitor	-9	-20	13	-5
HSF1 inh	-3	19	8	-7
HSP90 refold inh	1	0	5	4
SKKanGAS inh	-5	3	10	-5

# Other compounds
[21] Cc1cc(C)c2nc3c(c(C(=O)O)c2c1)CCC3
[22] C/C(CC(C)C)=N\Oc1nc(C)cc(C)n1
[23] COc1ccc(NC(=O)NC(=O)c2cc(OCC(F)(F)F)ccc2OCC(F)(F)F)cc1
[24] COC(=O)C1CCN(C(=O)c2cc3ccccc3oc2=O)CC1
[25] O=C(NC1CC2CCC(C1)N2Cc1ccccc1)c1ccccc1Br (configuration not stated)
[26] CCOc1ncccc1C(=O)OCC(=O)N1CCN(S(=O)(=O)c2ccc(Cl)cc2)CC1
[27] CCCOc1ccc(C(=O)NNC(=O)c2cccc(S(=O)(=O)N3CCN(C(C)=O)CC3)c2)cc1OC
[28] COc1ccc(CCNC(=O)CN(c2ccc(OC)c(OC)c2)S(C)(=O)=O)cc1
[29] O=C(O)c1ccc(Cl)c(NCc2cccs2)c1
[30] COC(=O)c1[nH]c2ccc(F)cc2c1NC(=O)CCN1CCN(C(=O)c2ccco2)CC1
assay / compound	21	22	23	24	25	26	27	28	29	30
HSF-1 act	-2	0	-3	27	1	6	-34	-4	6	-1
Platelet DG rel	2	-8	1	-6	24	-1	13	0	6	0
IEC-6 cytotox	-4	2	4	5	-1	-4	.	-4	-6	4
HIF act	0.0	0.3	0.5	2.1	0.1	0.0	-0.6	-1.1	-1.2	-0.3
aSyn UTR inh	14	0	-42	-52	-8	9	-2	8	11	-5
AI-2 QS mod	34	2	18	21	-7	-5	22	6	36	24
KLF5 inhibitor	-26	-12	-25	-9	-29	-9	.	-12	-13	5
HSF1 inh	-5	-9	-5	25	1	8	-9	-2	-6	-9
HSP90 refold inh	2	-3	3	0	2	-2	.	-3	-8	-1
SKKanGAS inh	5	-4	10	-5	2	-5	21	-1	-7	10

[31] COc1cc2cc(C(=O)N3CCC(Cc4ccccc4)CC3)[nH]c2cc1OC
[32] Cn1c(=O)c2cc(S(=O)(=O)NC(C(=O)NCc3ccccn3)c3ccccc3)ccc2n(C)c1=O (configuration not stated)
[33] C=Cc1ccc(N=Cc2c(O)ccc3ccccc23)cc1
[34] CCC(C)(C)NC(=O)C(c1cccc(OC)c1)N(C(=O)CNC(=O)c1cccs1)c1cccnc1 (configuration not stated)
[35] O=C(CNc1cccc(C(F)(F)F)c1)N/N=C/c1cn(-c2ccccc2)nc1-c1ccccc1
[36] CCC(=O)OCc1c(C(F)(F)F)nn(C)c1Sc1ccc(Cl)cc1
[37] O=C(CSc1nnc(-c2cccc(Br)c2)o1)N1CCOCC1
[38] CCOC(=O)C1=C(CS(=O)(=O)c2ccc(F)cc2)NC(=O)NC1c1ccc(O)c(O)c1 (configuration not stated)
[39] Cc1cc(C)n2nc(SCc3nnc(SCCCCl)o3)nc2n1
[40] O=C(OCC(=O)N1CCN(C(=O)c2ccco2)CC1)c1cc(-c2cccc(Br)c2)nc2ccccc12
assay / compound	31	32	33	34	35	36	37	38	39	40
HSF-1 act	11	0	-7	10	19	-7	12	-10	4	14
Platelet DG rel	3	3	-2	-1	-2	3	0	6	6	1
IEC-6 cytotox	-1	0	0	-12	-8	-7	3	-3	-4	0
HIF act	0.1	0.0	-13	-0.1	0.7	0.0	1.2	-0.1	-0.1	0.3
aSyn UTR inh	13	22	-9	-6	-7	-9	-42	16	-1	-10
AI-2 QS mod	6	5	43	11	46	17	-4	5	25	6
KLF5 inhibitor	-48	-10	-11	-2	-39	16	-43	-11	0	-5
HSF1 inh	-1	1	-4	-7	7	-2	0	-6	-4	12
HSP90 refold inh	2	-2	3	-6	-6	3	-1	1	-1	5
SKKanGAS inh	3	-4	0	-6	-2	17	-1	-3	-2	53*

[41] NS(=O)(=O)c1ccc(CCNC(=O)CNC(=O)C2CCCCC2)cc1
[42] O=C(CN(Cc1ccccc1)S(=O)(=O)c1ccc(Br)cc1)NCc1ccco1
[43] Cc1ccc(CNC(=O)CN(c2ccc(C)cc2)S(=O)(=O)c2c(C)n[nH]c2C)cc1
[44] CN(C)c1cccc(C(=O)Nc2nnc(Cc3ccccc3)s2)c1
[45] CC(=O)c1ccc(NC(=O)C(C)n2c3ccccc3c3nc(=O)cc(C)n32)cc1 (configuration not stated)
[46] CCn1c(C(=O)O)c(CC(=O)Nc2ccccc2F)c2ccccc21
[47] O=C(Nc1ccc(Oc2ncccn2)cc1)c1ccco1
[48] N/C(=N\c1nc2ccccc2o1)NC(=O)c1ccccc1Br
[49] CC(C)CC(=O)NC(=S)Nc1cc(C(F)(F)F)ccc1N1CCOCC1
[50] CCOC(=O)C1=C(COC(=O)c2ccccc2[N+](=O)[O-])NC(=O)NC1C (configuration not stated)
assay / compound	41	42	43	44	45	46	47	48	49	50
HSF-1 act	.	9	-1	5	-2	-4	5	16	-8	4
Platelet DG rel	.	20	-15	10	-16	-3	2	6	-13	1
IEC-6 cytotox	-1	-3	4	1	7	-6	-2	6	3	.
HIF act	.	0.0	0.5	1.6	1.8	0.0	1.4	1.5	-7.2	-1.3
aSyn UTR inh	.	-11	5	-32	17	4	-30	-184	10	3
AI-2 QS mod	19	-14	9	-6	-9	5	-3	6	5	14
KLF5 inhibitor	-8	-30	-33	-6	4	-20	-37	-38	-21	.
HSF1 inh	.	3	0	1	-6	3	1	10	3	-2
HSP90 refold inh	0	3	9	5	13	-2	5	0	5	.
SKKanGAS inh	0	4	-17	7	-21	4	-1	31	13	14

[51] CCOC(=O)c1ccc(N2CCOCC2)c(NC(=O)c2ccc3c(c2)OCO3)c1
[52] CC(C)(C)c1ccc(-c2n[nH]c(=S)n2/N=C/c2ccncc2)cc1
[53] CCOC(=O)c1ccc(NC(=S)Nc2ccc(Br)cc2N)cc1
[54] COc1cc2nc(N3CCNCC3)nc(N)c2cc1OC
[55] COc1ccc(CCC(=O)N2CCN(c3ccccc3)CC2)cc1OC
[56] COc1ccccc1-n1nnnc1SCC(=O)Nc1ccccc1
[57] CCN(CC(=O)Nc1cccc(C(C)=O)c1)S(=O)(=O)c1ccccc1
assay / compound	51	52	53	54	55	56	57
HSF-1 act	-3	2	-52	-9	10	2	-5
Platelet DG rel	13	7	-6	4	-16	3	-3
IEC-6 cytotox	-1	6	.	5	6	5	0
HIF act	-0.4	3.4	4.1	0.5	0.0	0.4	-0.2
aSyn UTR inh	9	-27	-114	7	21	10	-5
AI-2 QS mod	25	15	16	20	7	10	18
KLF5 inhibitor	-6	-42	.	-23	-5	-25	-10
HSF1 inh	-5	16	-47	2	3	9	-10
HSP90 refold inh	2	0	.	-1	-1	-2	-7
SKKanGAS inh	27	13	6	7	-1	-2	-2

# Hits appear at their usual frequency; any-hit rate near 6%.
